Screening results: PubChem BioAssay, several laboratories
PfM18AAP inh: blocks P. falciparum M18 aspartyl aminopeptidase. 1.2% of 290,000 active. recombinant PfM18AAP, H-Glu-NHMec fluorogenic cleavage. inhibition, % at 7.35 µM;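 active means inhibition above the campaign mean inhibition over all tested compounds plus 3 SD, cut at about 28% in these data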;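 further: 0% = plate median of test compound wells and 100% = 2 mM ZnCl2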
DNA FID counter: counter-screen for HCV NS3 helicase inhibitors: DNA intercalator displacement; DNA fluorescent intercalator displacement, fluorescence; inhibition, % at 7.9 µM; 0.17% of 290,000 active; AID 1845; in the data active means inhibition above about 37%;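 further: 0% = vehicle and 100% = reference compound; higher means more ethidium bromide displaced from hairpin DNA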
NS3 helicase inh: HCV NS3 helicase inhibition | NS3 helicase DNA unwinding, Cy5 molecular beacon fluorescence | inhibition, % at 10.9 µM | 0.56% of 290,000 active;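 active means inhibition above the mean of all tested compounds plus 3 SD, set per campaign, cut at about 35% in these data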;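 further: 0% = DMSO wells and 100% = thioflavine S control wells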
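Material: hepatitis C virus NS3 helicase domain fragment enzyme; measured by: Cy5 fluorescence, 0 and 60 min reads; control set: DMSO and thioflavine S; incubation: 60 min unwinding reaction at 25 °C after ATP addition; read-out basis: % inhibition from 60/0 min fluorescence ratio, DMSO 0%, thioflavine S 100%; repeats: singlicate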
IDE inh: inhibits human insulin-degrading enzyme in HEK cells; P14735; FAbetaB cleavage, fluorescence polarization; inhibition, % at 5.59 µM; 0.41% of 320,000 active; AID 434962;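 active means percent inhibition above the average of all tested compounds plus 3 SD, set per screening campaign, cut at about 16% in these data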;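 further: IDE supplied by intact live HEK cells; FP after avidin binding of uncleaved biotin substrate so inhibition keeps polarization high; 0% = DMSO wells and 100% = 60 µM reference IDE inhibitor Ii1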
VIM-2 inhibitor: inhibitors of Pseudomonas aeruginosa VIM-2 metallo-beta-lactamase; 0.89% of 290,000 active; purified VIM-2, nitrocefin hydrolysis, epi-absorbance fluorescence; inhibition, % at 5.6 µM;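 active means inhibition above the mean of all tested compounds plus 3 SD, cutoff set per screening run, cut at about 7.5% in these data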;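 further: red hydrolysis product quenches plate fluorescence so inhibitors raise well fluorescence; 0% = enzyme with DMSO and 100% = DMSO without enzyme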
IDE cell activ: activators of human insulin-degrading enzyme in cells; HEK cells, FAbeta-B cleavage, fluorescence polarization; 0% vehicle, 100% cell-free pure enzyme wells; activation, % at 5.96 µM; 0.073% of 340,000 active;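 active means activation above the mean of all tested compounds plus 3 SD, set per screening campaign, cut at about 17% in these data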
UBC9 SUMO inh: SUMOylation inhibition; 0.36% of 290,000 active; inhibition, % at 35 µM; HTRF SUMOylation assay, SAE1/SAE2 + UBC9, in vitro; P63279; in the data active means inhibition above about 50%, passing the limit was not always enough; further: strong numbers were not always called active
Target sequence (P63279 whole entry, looked up): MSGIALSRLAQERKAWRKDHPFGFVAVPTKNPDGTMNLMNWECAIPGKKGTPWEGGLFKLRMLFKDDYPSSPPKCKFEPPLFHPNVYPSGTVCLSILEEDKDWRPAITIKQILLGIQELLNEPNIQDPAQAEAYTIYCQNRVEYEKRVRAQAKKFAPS
pCIP destab: lowers stability of the mouse p/CIP coactivator protein; AID 1984; F442A p/CIP-EGFP cells, EGFP fluorescence, 16 h; decrease of EGFP signal, % at 10 µM; 0.01% of 290,000 active; Q05BA5;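 active means EGFP signal decrease of at least 30% at 10 µM or well 3 SD below plate mean, unless failing retest; inactive means the rest, including hits failing retest or dose response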; further: some compounds called inactive have numbers as strong as hits; many of its hits are not listed in these tables
IMP-1 inhibitor: inhibitors of Pseudomonas aeruginosa IMP-1 metallo-beta-lactamase. purified IMP-1, nitrocefin hydrolysis, epi-absorbance fluorescence. inhibition, % at 5.6 µM. 0.45% of 290,000 active. AID 1556;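 active means inhibition above the mean plus 3 SD of all compounds in the same screening run, cut at about 4.5% in these data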;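 further: 0% = IMP-1 with DMSO and 100% = DMSO wells lacking enzyme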
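assay system = purified recombinant IMP-1 metallo-beta-lactamase enzyme | schedule = 15 min preincubation plus 25 min reaction at 25 °C | signal = Epi-absorbance fluorescence, 480 nm excitation, 530 nm emission | read-out basis = percent inhibition from optical density relative to buffer-blank wells | controls = IMP-1 with DMSO as 0%, enzyme-free DMSO as 100%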
Numbers without * were called inactive; . = not tested or not shown; & = joins results of further samples.

SMILES	PfM18AAP inh	DNA FID counter	NS3 helicase inh	IDE inh	VIM-2 inhibitor	IDE cell activ	UBC9 SUMO inh	pCIP destab	IMP-1 inhibitor
c1csc(C2Nc3ccccc3-c3nc4ccccc4n32)c1 (configuration not stated)	15	0	16	2	1.0	1	9	-6	-2.6
CC(C)C1OC2c3cccc4cccc(c34)C2N1c1ccccc1 (configuration not stated)	2	-1	-3	3	2.5	1	12	-1	4.6*
COc1cccc(-c2nc(-c3ccccc3)c(-c3ccccc3)[nH]2)c1OCC(=O)O	3	-49	46*	.	-2.7	4	15	-9	-4.3
C[C@]12C[C@H](O)[C@@H]3c4ccc(O)cc4CCC3[C@@H]1CCC2=O (some centres not stated)	-3	-5	-4	6	-0.5	-1	14	4	0.1
CCOC(=O)C1CCCN(S(=O)(=O)c2ccccc2)C1 (configuration not stated)	-2	-3	-8	3	-3.4	-2	-12	-15	-3.7
Cc1cccc(-c2nc(CSCC(=O)N3CCN(Cc4ccc5c(c4)OCO5)CC3)c(C)o2)c1	3	-20	-23	4	1.0	1	1	-13	-0.7
COc1cc(NC(=O)C2CCN(S(=O)(=O)c3ccc4[nH]c(=O)oc4c3)CC2)cc(OC)c1	2	-4	3	4	-3.9	-2	15	-13	-3.9
CCOC(=O)c1c(C)[nH]c(C=Nc2ccc(OC)cc2)c1O	16	-5	2	-1	-4.0	3	-24	-2	-2.9
Cc1cc(=O)[nH]c(N/N=C/C=C/c2ccccc2)n1	2	-18	4	-5	-3.5	2	11	12	-4.0
COc1ccc(/C=C2\C(=O)N(c3nc(-c4ccc(Br)cc4)cs3)N=C2c2ccccc2)cc1	-11	-12	23	.	-2.7	.	.	.	-2.4
Cc1cccc(N(CC(=O)NCc2ccco2)C(=O)CCC(=O)Nc2nccs2)c1	0	-16	-1	6	-3.4	-1	8	-17	-1.1
O=C(OC[C@@H]1CCCN2CCCC[C@H]12)c1cc2ccccc2oc1=O	1	-2	9	2	-3.8	4	10	4	-2.9
COCCSc1nnc(NS(=O)(=O)Cc2ccccc2)s1	-6	-9	3	-5	0.1	5	2	0	-3.9
COC(=O)Nc1ccc(S(=O)(=O)NNC(=O)c2c(O)c3ccccc3[nH]c2=O)cc1	8	-3	-1	1	-2.2	3	-6	6	-3.4
CN(C)CCN(Cc1ccccc1)c1ccccn1	3&-1	1&10	-9&5	1	-2.1&-3.0	-3	-1&-8	-3&-26	-0.8&-2.4
CN(CC(=O)NCc1cccc(F)c1)C(=O)c1ccco1	9	-5	-5	6	-1.1	6	5	-8	-2.3
CC[N+](C)(C)Cc1ccccc1Br	-4	-2	4	2	-2.1	-3	-30	4	-2.3
COc1cc(-c2cc(N3C(=O)Nc4ccccc4N3O)n[nH]2)cc(OC)c1OC	-4	-5	-4	4	-2.2	5	6	7	-2.2
COc1ccc(S(=O)(=O)N2CCC(C(=O)NCCN3CCOCC3)CC2)cc1OC	-1	-1	2	1	-3.4	0	12	-5	-1.2
N#CCc1c(C#N)c(N)nc(N2CCCC(CO)C2)c1C#N (configuration not stated)	-22	-11	2	1	-2.4	5	25	-1	-2.9
Oc1c(Br)cc2oc3c(c2c1CNCc1ccccc1)CCCC3	31*	2	6	-5	-0.5	-1	-1	-9	-0.7
O=C(Nc1ccccc1)C1CC(=O)N(c2ccc3c4c(cccc24)CC3)C1 (configuration not stated)	0	-11	-2	6	0.7	-1	5	4	-1.6
COC(=O)CN(n1cnnc1)S(=O)(=O)c1ccccc1Cl	87*	-2	15	1	-2.6	-2	15	-11	-1.5
COc1ccc2[nH]c(C(=O)Nc3ccc4c(c3)OCO4)cc2c1	-2	-4	1	9	-3.0	.	19	-16	-2.7
Cc1ccc(-c2onc3ccc(C(=O)/C=C/N(C)C)cc23)cc1	27	-21	12	1	0.9	-12	18	3	-4.3
CC(C)C(NC(=O)c1ccco1)C(=O)OCc1cc([N+](=O)[O-])cc2c1OCOC2 (configuration not stated)	2	-14	-2	0	-2.4	3	9	1	-2.3
CCC1CCCCN1CCCNC(=O)CS(=O)(=O)Cc1nc(-c2cccc(OC)c2)oc1C (configuration not stated)	2	18	-14	2	0.4	8	19	-6	-3.1
CN=C(Nc1ccc(Cl)cc1)c1ccc(C(F)(F)F)cc1	-6	11	-4	-2	-2.7	5	-12	-24	-2.5
COc1ccc(/C=C/C(=O)OCCNC(=O)c2ccncc2)cc1OC	2	-11	-12	3	-2.2	8	25	-1	-2.8
C=CCc1ccccc1OCC(O)Cn1ccnc1C (configuration not stated)	-3	5	-27	5	-0.9	-4	3	-4	-2.5
Brc1ccccc1OCCCOc1cccc2cccnc12	5	-19	-12	-1	-1.9	6	-6	-5	-2.1
COCCNC(=S)Nc1ccc(S(=O)(=O)Nc2cnc3ccccc3n2)cc1	0	-15	17	0	-3.1	-4	13	-8	-2.0
O=C(NCc1ccccn1)c1ccco1	-2	9	15	-1	-0.5	1	23	-12	-0.6
CS(=O)(=O)c1ccc2nc(NC(=O)c3cccc(Cl)c3)sc2c1	4	-11	1	-2	-1.6	1	5	-4	-3.2
CC1CCN(c2nc3ccc(C(=O)N4CCN(Cc5ccccc5)CC4)cc3s2)CC1	2	-27	-8	3	-1.7	3	8	1	-4.3
COc1ccc(C(C)=O)cc1CSc1nnc2c(Cl)cc(Cl)cn12	-2	-8	-1	5	-6.0	-1	5	-9	-1.7
CC1(C)Cc2ccccc2-c2nnc(SCC(=O)N3CCN(c4ccccc4)CC3)n21	7	-24	-7	6	-2.8	-6	6	-12	-3.6
CSc1oc(-c2ccco2)nc1S(=O)(=O)c1ccc(Br)cc1	-2	-10	-1	0	-2.2	-5	14	-13	-2.3
COc1cccc(S(=O)(=O)NCC(=O)N2CCCC2)c1	-3	-1	6	3	1.4	2	-5	-1	-0.5
CCCSc1nsc(NC(=O)CCC)n1	-9	5	-2	1	-2.5	4	6	2	-4.1
COc1nc(N=C(N)N)nc2ccc(C)cc12	-5	32	9	-9	7.2	.	13	-9	-0.9
CCC1=C2CC[C@H]3C(=O)N(CC)C(=O)[C@H]3[C@H]2[C@@]2(Cc3ccccc3)C(=O)N(Cc3ccccc3)C(=O)N2C1=O	.	.	.	3	.	2	20	-11	.
Cc1ccc(S(=O)(=O)N2CCC(C(=O)OCc3ccc([N+](=O)[O-])cc3)CC2)cc1	-1	0	-3	1	-2.4	-1	-3	-19	-2.9
Cc1noc(C)c1S(=O)(=O)N1CCC(C(=O)N(C)Cc2ccccc2)CC1	2	-15	5	6	-3.3	8	3	-17	-3.6
NS(=O)(=O)c1cccc(NC(=O)c2ccc3nc[nH]c3c2)c1	-1	-5	7	4	-4.8	-5	19	-9	-3.8
O=C(Nc1ccc(F)cc1)c1cc(S(=O)(=O)N2CCCCC2)ccc1F	4	-12	-1	4	-2.9	-2	3	-6	-1.9
CCc1ccc(OCC(O)CN2CCN(CCO)CC2)cc1 (configuration not stated)	1	6	-4	2	0.9	5	12	1	-1.8
COC(=O)c1[nH]c2cc(OC)ccc2c1NC(=O)CN1CCOCC1	-7	-5	-2	.	0.4	.	23	3	-0.8
COc1ccc2nc(N(Cc3ccccc3)C(=O)CCNC(C)=O)sc2c1	3	-40	0	9	-3.4	6	-8	-26	-3.3
O=C(O)CCCNCc1ccccc1F	-2	0	4	.	-2.9	7	-21	-7	-2.8

New compounds follow:
SMILES	PfM18AAP inh	DNA FID counter	NS3 helicase inh	IDE inh	VIM-2 inhibitor	IDE cell activ	UBC9 SUMO inh	pCIP destab	IMP-1 inhibitor
COc1ccc(/C=C2\NC(=O)C(C=NCc3ccccc3)=C2O)cc1	-1	-10	-10	-1	0.2	5	-3	3	-1.7
Cn1c(=O)c(=O)n(C)c2cc(S(=O)(=O)CCC(=O)NCc3ccccc3)ccc21	5	-7	15	0	-1.6	-1	10	-2	2.0
CCOC(=O)c1cc(NC(=O)N(C(C)C)C(C)C)c(C)nc1C	0	2	9	0	-3.8	6	17	3	-3.9
COc1ccc(NCc2nnc(SCC(=O)Nc3ccccc3)n2C)cc1	4	-7	-3	5	-1.9	3	10	-3	-2.2
CCOC(=O)c1ccc(NC(=O)CN2CCc3ccccc3C2)cc1	-12	-14	-6	3	-1.3	-2	10	-7	-2.5
CCc1nnc(NC(=O)C(CC)c2ccccc2)s1 (configuration not stated)	-5	-10	-8	5	-0.3	-2	8	-4	-1.0
C=CCn1c(=O)c2ccccc2n2c(SCC(C)=O)nnc12	-5	-2	2	2	3.4	2	5	8	-1.5
Cc1cc(NC(=O)C(C)(C)C)no1	0	-1	-5	4	0.2	4	21	2	-2.5
O=C(CO/N=C/c1c(Cl)cccc1Cl)NNC(=O)c1ccc(Cl)cc1	-3	-16	-1	2	-2.3	7	10	-3	0.0
O=C1COc2ccc(-c3n[nH]c(=O)c4ccccc34)cc2N1	13	-11	-17	10	6.3	4	4	-7	0.4
O=C(c1ccc(Br)o1)N1CCN(c2ccccc2F)CC1	7	-13	-6	1	-5.6	7	10	2	-7.7
Cc1ccc(N(Cc2cc(=O)[nH]c3ccccc23)C(=O)CCl)cc1	-7	-13	-4	3	-0.7	-7	18	-9	-0.8
CN1C(=O)CSc2ccc(NC(=O)N3CCN(c4ccccc4)CC3)cc21	-6	-17	10	12	-2.4	-8	16	-2	-1.6
CCn1cc(C(=O)OCC(=O)Nc2ccc(C(C)C)cc2)c(=O)c2ccc(C)nc21	3	3	-6	13	-3.0	1	-1	-27	-3.5
Oc1ccc(/C=N/NC2=NCCCCC2)cc1	8	-2	-9	-3	0.5	10	21	0	-0.6
CCOC(=O)C1CCN(S(=O)(=O)c2ccc3c(c2)NC(=O)C(C)C(=O)N3)CC1 (configuration not stated)	-4	-5	6	-2	-1.9	3	3	-10	-1.1
S=c1[nH]nc(-c2ccncc2)n1/N=C/c1cn(-c2ccccc2)nc1-c1ccc(Cl)cc1	2	-5	6	8	-2.6	.	.	-21	-3.9
C=CCCC(=O)Nc1nc(C)c(-c2csc(Nc3ccc(Cl)cc3Cl)n2)s1	1	-5	11	2	-4.2	3	14	-1	-2.1
Cc1ccsc1/C=C1\SC(N)=NC1=O	-4	-3	2	0	-2.3	2	-11	-1	-4.3
O=C(/C=C/c1ccccc1)N/C(=C/c1ccccc1)C(=O)N1CCCCC1	-15	-19	-3	0	0.0	3	10	-12	-2.0
O=[N+]([O-])c1c(Nc2ccccc2)ccc2nonc12	3	0	-2	-4	-0.1	5	14	-12	-3.1
COC(=O)c1sc(S(=O)(=O)NCCC(=O)O)c(C(=O)OC)c1C	-7	-9	2	3	-1.5	10	28	-4	-0.9

Profiles from above:
`O=C(/C=C/c1ccccc1)N/C(=C/c1ccccc1)C(=O)N1CCCCC1` is listed as PfM18AAP inh: -15; DNA FID counter: -19; NS3 helicase inh: -3; IDE inh: 0; VIM-2 inhibitor: 0.0; IDE cell activ: 3; UBC9 SUMO inh: 10; pCIP destab: -12; IMP-1 inhibitor: -2.0
`CN1C(=O)CSc2ccc(NC(=O)N3CCN(c4ccccc4)CC3)cc21` is listed as PfM18AAP inh: -6; DNA FID counter: -17; NS3 helicase inh: 10; IDE inh: 12; VIM-2 inhibitor: -2.4; IDE cell activ: -8; UBC9 SUMO inh: 16; pCIP destab: -2; IMP-1 inhibitor: -1.6
